# Source: PubChem
# eLon inh = inhibitors of E. coli Lon protease, primary screen, biochemical, fluorescence polarization; P0A9M0; purified E. coli Lon protease; inhibition, % at 7.94 µM; 360,000 tested, 0.42% active; in the data active = inhibition above about 13%, passing the limit was not always enough;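 also: 0% = enzyme with probe and DMSO and 100% = no enzyme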
# Target sequence (P0A9M0 whole entry, looked up): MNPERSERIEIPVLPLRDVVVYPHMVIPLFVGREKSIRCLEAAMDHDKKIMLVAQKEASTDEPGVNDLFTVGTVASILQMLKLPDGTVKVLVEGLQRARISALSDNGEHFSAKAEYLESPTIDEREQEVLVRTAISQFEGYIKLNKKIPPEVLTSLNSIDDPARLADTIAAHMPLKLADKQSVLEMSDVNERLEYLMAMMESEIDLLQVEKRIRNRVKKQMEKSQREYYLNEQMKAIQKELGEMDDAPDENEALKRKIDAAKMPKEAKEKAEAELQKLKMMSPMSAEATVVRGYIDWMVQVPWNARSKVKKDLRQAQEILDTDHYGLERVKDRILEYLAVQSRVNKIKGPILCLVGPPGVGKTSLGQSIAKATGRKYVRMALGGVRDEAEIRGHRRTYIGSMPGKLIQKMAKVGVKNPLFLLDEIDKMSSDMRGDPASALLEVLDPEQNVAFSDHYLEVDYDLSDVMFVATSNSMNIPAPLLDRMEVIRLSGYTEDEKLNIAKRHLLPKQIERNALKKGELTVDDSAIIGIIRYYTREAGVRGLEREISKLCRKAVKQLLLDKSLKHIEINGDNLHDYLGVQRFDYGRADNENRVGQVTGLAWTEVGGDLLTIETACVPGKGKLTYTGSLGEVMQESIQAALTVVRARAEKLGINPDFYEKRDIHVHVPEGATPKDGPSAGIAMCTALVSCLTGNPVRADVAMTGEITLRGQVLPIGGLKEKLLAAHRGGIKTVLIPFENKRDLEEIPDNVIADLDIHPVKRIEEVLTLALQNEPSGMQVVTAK
# MT1-MMP act inh = blockers of MT1-MMP proenzyme processing, primary screen, HT1080 RFP-PRO-GFP cells, GFP/RFP fluorescence; GFP/RFP ratio fluorescence, overnight; percent of plate control window, DMSO zero; GFP/RFP ratio change, % at 20 µM; 360,000 tested, 0.061% active; AID 651647, 2012;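 active = GFP/RFP ratio change of at least 30% with cell ATP level not reduced by more than half and red fluorescence within 50% of control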; also: strong numbers were not always called active
#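 Compound: 20 µM single dose, 1% DMSO / System: HT1080 RFP-PRO-GFP cells / Controls: DMSO and RFP-L50D-GFP cell wells / Read-out basis: GFP/RFP fluorescence ratio / Schedule: overnight compound exposure at 37 °C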
# Rin1-Abl PPI inh = inhibitors of Rin1-Abl protein binding, primary screen, biochemical, TR-FRET; inhibition, % at 7.35 µM; 360,000 tested, 0.4% active; AID 588664, 2011; in the data active = inhibition above about 5%, passing the limit was not always enough
# bovine MsrA act = bovine MsrA enzyme activators, primary screen, biochemical, absorbance, HTS; purified bovine MsrA, absorbance read-out; activation, % at 10.6 µM; 360,000 tested, 0.3% active; Methionine sulfoxide reductase A (Bos taurus); in the data active = activation above about 7.5%;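 also: 0% = vehicle and 100% = reference activator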
# Neddylation inh = inhibitors of cullin neddylation, primary screen, biochemical, TR-FRET, uHTS, NAE and Ubc12; NEDD8-conjugating enzyme Ubc12 (Homo sapiens) + NEDD8-activating enzyme E1 regulatory …; calls only at 25 µM; 360,000 tested, 0.58% active; in the data active = inhibition above about 36%
# SKN-1 block = suppressors of acrylamide-induced Pgst-4::GFP reporter in worms, primary screen, SKN-1 inhibitor project, whole organism, uHTS, GFP/RFP fluorescence ratio, strain VP596. C. elegans VP596 Pgst-4::GFP/RFP ratio, 24 h. inhibition, % at 21.8 µM. 360,000 tested, 0.49% active;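 active = interference check ratio from 0.5 to 1.5 plus GFP to RFP signal ratio inhibition reaching or exceeding a fixed threshold, cut at about 30% in these data, passing the limit was not always enough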; also: some compounds called inactive have numbers as strong as hits
# NRP1-CendR mod = modulators of CendR peptide binding to NRP-1, primary screen, biochemical, fluorescence polarization, uHTS; Neuropilin-1 (Homo sapiens), O14786; FAM-RPARPAR peptide binding to NRP-1; inhibition, % at 25 µM; 360,000 tested, 0.85% active; AID 602438, 2012;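 active = inhibition or corrected inhibition above about 18%, plus a signal ratio from 0.5 to 1.5, limit read from the data, passing the limit was not always enough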; also: strong numbers were not always called active
# MsrA inh = bovine MsrA enzyme inhibitors, primary screen, biochemical, absorbance, HTS; AID 651718, 2012; 360,000 tested, 0.75% active; inhibition, % at 15.5 µM; Methionine sulfoxide reductase A (Bos taurus); purified bovine MsrA, absorbance read-out; in the data active = inhibition above about 4.5%;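 also: 0% = vehicle wells with enzyme and 100% = reference inhibitor wells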
# FAS-TE inh = FAS thioesterase domain inhibitors, primary screen, biochemical, fluorescence intensity, uHTS; recombinant FAS-TE, OMFH fluorogenic substrate, fluorescence endpoint; inhibition, % at 15 µM; 360,000 tested, 0.67% active; AID 602261, 2012;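 active = compounds whose normalised, plate-corrected inhibition of enzyme fluorescence in the single-dose primary screen is 50% or more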;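 also: 0% = DMSO with enzyme and 100% = substrate without enzyme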
# The depositor's hits bear a star; i = inactive; nt = no result given.
SMILES,eLon inh,MT1-MMP act inh,Rin1-Abl PPI inh,bovine MsrA act,Neddylation inh,SKN-1 block,NRP1-CendR mod,MsrA inh,FAS-TE inh
Cc1ccccc1Cn1c2ccccc2c2cnn(CC(=O)NCc3ccco3)c(=O)c21,8.1,5.1,-5.7,-9.9,i,-6.4,-11.1,-0.4,-4.8
COc1ccc(N2CCC(CNC(=O)Nc3ccc(Cl)cc3)C2)cc1 (centres undefined),6.3,-1.5,-2.0,-1.4,i,17.3,-21.1,-0.5,8.6
COc1cccc(-c2ccc(CN3C(C)C(=O)N(Cc4cn(Cc5ccco5)nn4)CCS3(=O)=O)cc2)c1OC (centres undefined),-2.5,0.6,-0.9,6.7,i,6.1,-6.9,-0.3,5.2
C=CCSc1nc(C)c(CC(=C)C)c(=O)[nH]1,-4.7,0.2,1.9,-3.2,i,2.7,1.0,-0.9,-4.7
COC(=O)c1ccc(CNC(=O)/C=C/c2cc([N+](=O)[O-])ccc2OC(F)F)cc1,-7.5,-2.3,2.6,-2.8,i,-6.4,0.8,0.7,82.7*
Cc1ccc(S(=O)(=O)NCC(c2cccnc2)N2CCc3ccccc32)cc1 (centres undefined),3.1,0.4,-1.2,-0.8,i,4.2,-2.7,1.1,2.7
COc1ccc(C2=NOC(C(=O)NC(C)(C)C)C2)cc1 (centres undefined),8.0,-3.1,-1.6,-0.5,i,14.3,0.7,0.1,-3.9
O=c1c2c3c(sc2n2cnnc2n1Cc1ccccc1)CN(Cc1ccccc1)CC3,3.6,-3.6,1.4,-2.6,i,24.5,-16.2,0.2,-61.5
O=C(COC(=O)Cc1c(F)cccc1Cl)NCCC1=CCCCC1,4.7,3.5,-1.2,-1.7,i,-0.7,3.5,2.2,-2.7
O=C(NCC1CCCO1)c1ccc(/C=N/O)nc1 (centres undefined),-2.0,2.6,0.6,-4.2,i,11.9,-5.8,0.3,-7.6
CC(C)NC(=O)NC(=O)COC(=O)C1CCCN1C(=O)c1cccs1 (centres undefined),3.1,-0.6,-0.1,-6.8,i,0.7,8.9,-0.6,-8.1
O=C(NCc1ccc(F)cc1)c1cc(-c2cccs2)on1,5.0,0.0,-2.5,-1.3,i,12.8,-25.0,-0.3,5.7
CC1CCc2[nH]c3ccc(C(=O)N(C)CC(=O)Nc4ccccc4Br)cc3c2C1 (centres undefined),3.0,3.1,3.7,-3.9,i,29.7,-3.7,-1.8,14.2
Cc1cc(C)n(C(=O)Cc2cn3ccsc3n2)n1,4.0,-0.1,2.7,-0.2,i,4.6,13.7,0.0,-4.8
CCOC(=O)c1c(C)[nH]c(C)c1C(=O)COC(=O)c1nn(CC)c(=O)c2ccccc12,4.3,1.5,4.8,-0.6,i,16.7,8.7,-0.5,1.4
C/C(=N/NC(=O)CNC(=O)/C=C/c1ccccc1)c1ccco1,-12.3,2.2,-0.4,-4.1,i,3.0,-3.4,-1.2,-2.4
O=C(Nc1c[nH]c(=O)[nH]c1=O)OCc1ccccc1,-6.6,-6.0,-0.9,-4.0,i,13.4,10.9,2.6,-6.0
COc1cc(-c2nnc(SCC(=O)/C(C#N)=C(\C)N)o2)cc(OC)c1OC,-3.1,16.7,0.5,-1.9,i,-0.1,-2.1,0.9,-2.3
COc1ccc(-c2csc3ncnc(N4CCN(S(=O)(=O)c5cccs5)CC4)c23)cc1,1.7,-6.3,-1.5,-3.6,i,-3.1,-17.8,0.1,44.7
Cc1ccc(C(=O)N(Cc2ccccc2)C(C)(C)C)cc1C,-9.6,-7.1,-1.4,-2.5,i,12.4,-5.2,0.1,19.7
N#CCSc1nc2sc3c(c2c(=O)n1C1CCCCC1)CCCC3,-6.7,-6.5,1.1,-0.9,i,-9.7,2.6,2.1,26.3
CC1(C)CC(=O)C(C2(O)C(=O)Nc3ccccc32)CO1 (centres undefined),-1.6,-4.5,3.2,-2.3,i,-2.0,-9.5,-0.1,-7.3
COCCCNC(=O)c1nc2ccccc2c(=O)n1NC(=O)Nc1c(Cl)cccc1Cl,-4.8,1.2,-0.6,-3.4,i,1.3,4.4,-0.8,-4.0
O=C(CCc1ccccc1)NNC(=O)c1ccc(Cl)cc1,-14.0,1.2,1.4,-3.1,i,4.1,-1.6,0.3,-3.1
COC(=O)Nc1ccc(S(=O)(=O)N2CCCC(C(=O)N3CCOCC3)C2)cc1 (centres undefined),-10.9,1.4,0.7,-3.2,i,2.0,-7.3,-1.2,-5.0

# (further entries)
SMILES,eLon inh,MT1-MMP act inh,Rin1-Abl PPI inh,bovine MsrA act,Neddylation inh,SKN-1 block,NRP1-CendR mod,MsrA inh,FAS-TE inh
N#CC[C@H](Cc1ccccc1)N1CCN(Cc2ccccc2)CCC1=O,-3.8,1.0,-0.8,0.7,i,12.3,-2.9,0.3,-7.9
COc1ccc(CCC(=O)NC2CCC(C)CC2)cc1 (centres undefined),2.8,-1.4,3.0,-3.4,i,3.1,-4.0,-0.4,-2.7
O=C1C2N=NN(CC(=O)N3N=C(c4cccc5ccccc45)CC3c3ccccc3)C2C(=O)N1c1ccccc1 (centres undefined),-3.5,1.2,-0.1,-3.1,nt,21.4,-10.7,nt,84.2*
COC1CC(NC(C)=O)C(OC(=O)c2ccccc2)C(CBr)O1 (centres undefined),7.5,-2.2,0.3,-1.6,i,5.8,6.7,0.3,-3.2
CC(Nc1ccc2ccccc2c1)C(=O)N/N=C/c1ccncc1 (centres undefined),5.0,-0.7,4.9,-2.3,i,-7.0,25.4*,-0.9,-4.4
NNC(=O)CCCNc1ncc(C(F)(F)F)cc1Cl,-6.8,-0.1,0.0,-4.4,i,0.9,2.3,1.8,-3.4
COc1ccc(NC(=O)CN(C)CC(=O)N(C)C2(C#N)CCC(C)CC2)cc1 (centres undefined),12.4,-2.3,0.1,-8.7,i,2.0,-5.7,0.0,-9.3
Cc1nnc(Cc2ccco2)c2n[nH]c(C)c12,2.9,-6.6,4.6,-6.7,i,9.8,-1.3,0.2,-9.4
COC(=O)c1cccc(NC(=O)CSCc2ccccc2)c1,-1.2,-0.5,0.6,-12.5,i,-3.2,3.5,-1.0,1.6
COc1ccc(/C=C/C(=O)NC(C)C)cc1Br,-12.4,5.7,-0.6,-1.4,i,5.8,-3.8,0.4,-6.2
CCOC(=O)COc1nc2ccc(Br)cc2c(-c2ccccc2)c1C(C)=O,-1.2,-4.1,1.6,-2.0,i,-5.0,0.0,2.2,9.9
COCCn1nnnc1C(C(C)C)N(Cc1cccnc1)Cc1ccccc1Cl (centres undefined),-1.1,-3.5,-2.1,-1.1,i,9.0,17.0,0.0,1.9
COc1ccc(C(=O)C[n+]2cccc(C(N)=O)c2)cc1,3.9,-6.8,0.1,-1.7,i,1.0,8.8,1.9,-4.4
Cc1n[nH]c(=O)c2c(NC(=O)CSc3nncn3C(C)C)oc(C)c12,-1.9,-0.2,3.4,-2.8,i,12.6,5.9,1.2,-5.1
Cc1cc(C(=O)N/N=C/c2cccc([N+](=O)[O-])c2)c2ccccc2n1,14.0,0.7,-1.1,-5.2,i,-1.0,7.7,0.1,8.6
Cc1ccc(S(=O)(=O)N2CCN(S(C)(=O)=O)C2c2ccccc2)cc1 (centres undefined),-5.7,5.0,2.5,-4.4,i,-3.1,13.2,-0.2,4.4
O=C1C2C3C=CC(C3)C2C(=O)N1c1ncn[nH]1 (centres undefined),-3.2,2.3,-2.6,-2.4,i,-2.7,-8.8,0.6,-4.7
O=C(O)CCCC(=O)NCCc1cccc(Cl)c1,0.8,1.4,1.7,-10.7,i,-11.6,9.9,0.8,-2.5
N=c1c2c(ncn1Cc1ccco1)Oc1cc(O)ccc1C2c1ccccc1 (centres undefined),-6.2,-35.7,-0.2,-0.9,i,15.1,-109.3,-0.7,-26.6
C=CCn1c(SCC(=O)Nc2cc(C)on2)nc2c([nH]c3ccccc32)c1=O,-7.0,0.3,-1.2,-4.2,i,25.5,5.6,-1.6,0.1
CCOc1ccc(C(C)=O)cc1COC(=O)c1cnc(Cl)c(Cl)c1,-3.9,-0.5,-5.3,0.1,i,-7.2,-4.6,0.3,3.9
Cc1ccc(CNC(=O)Nc2ccc(Cl)cc2)cc1,-4.5,-0.3,-2.1,-3.9,i,-4.6,-1.7,0.4,-3.5
O=C(NCc1ccccn1)C(=O)N/N=C/c1ccc2c(c1)OCO2,9.7,1.1,-2.3,-3.0,i,4.4,7.9,3.8,-3.1
O=C(NC1CCSc2ccccc21)c1cc(S(=O)(=O)N2CCOCC2)ccc1F (centres undefined),-6.9,0.7,-2.2,-2.5,i,11.4,-12.5,-0.7,5.3
CC1CC(C)CN(C(=O)CSc2nnc(-c3ccc(Cl)cc3)o2)C1 (centres undefined),8.5,-2.7,-5.0,-0.8,i,0.2,-12.1,-0.2,5.3

# A second format for part of the listing above.
# Every second line gives: eLon inh	MT1-MMP act inh	Rin1-Abl PPI inh	bovine MsrA act	Neddylation inh	SKN-1 block	NRP1-CendR mod	MsrA inh	FAS-TE inh
O=C(O)CCCC(=O)NCCc1cccc(Cl)c1
    0.8	1.4	1.7	-10.7	i	-11.6	9.9	0.8	-2.5
N=c1c2c(ncn1Cc1ccco1)Oc1cc(O)ccc1C2c1ccccc1 (centres undefined)
    -6.2	-35.7	-0.2	-0.9	i	15.1	-109.3	-0.7	-26.6
C=CCn1c(SCC(=O)Nc2cc(C)on2)nc2c([nH]c3ccccc32)c1=O
    -7.0	0.3	-1.2	-4.2	i	25.5	5.6	-1.6	0.1

# (further entries)
SMILES,eLon inh,MT1-MMP act inh,Rin1-Abl PPI inh,bovine MsrA act,Neddylation inh,SKN-1 block,NRP1-CendR mod,MsrA inh,FAS-TE inh
O=[N+]([O-])c1ccc(Nc2nc(Cl)nc(NCCO)n2)cc1,5.6,-2.8,-3.2,-12.9,i,-2.7,5.7,3.1,3.9
COc1ccccc1-c1nnc(SCC(=O)Nc2c(Cl)cccc2Cl)o1,2.2,-4.8,-1.7,-2.9,i,13.0,-10.7,0.8,-5.1
COc1cc(SC)ccc1C(=O)OCC(=O)N1CCN(C(C)=O)CC1,2.2,-5.3,0.3,-2.2,i,6.9,7.5,-0.1,-4.9
CCOc1ccc(S(=O)(=O)NCCC(=O)NNC(=O)c2ccc(F)cc2)cc1,2.8,5.3,-3.2,-6.9,i,6.2,-5.3,1.4,-6.2
Cc1c(NS(=O)(=O)c2cc(C(=O)NCCN(C)C)ccc2Cl)c(=O)n(-c2ccccc2)n1C,-7.5,-2.7,3.7,-4.8,i,-16.4,8.2,0.5,-6.9
Cc1cccc(NC(=O)CSc2nc(=O)n3ccccc3n2)c1C,4.3,0.7,0.8,-5.1,i,15.9,-0.2,2.3,-6.2
NC(=O)NC(=O)COC(=O)CCSc1ccccc1,2.8,-6.5,0.8,-2.9,i,-1.4,4.1,1.5,-5.2
O=C(N/N=C/C=C\c1cccc([N+](=O)[O-])c1)c1cccnc1,-4.9,9.3,-1.4,0.3,i,1.1,1.8,2.1,0.8
COc1cc(C)ccc1S(=O)(=O)n1nc(C)cc1C,-0.1,-10.8,-1.9,-2.2,i,-6.6,0.5,2.3,-3.5
c1ccc(-c2sc3ccccc3c2-c2ccc(OCCN3CCOCC3)cc2)cc1,-1.7,-8.5,3.4,-2.7,i,-8.5,6.3,nt,23.5
Cc1ccc(NC(=O)CSc2nccn(-c3ccc4c(c3)OCCO4)c2=O)cc1,-2.3,3.1,5.1,-4.4,i,-7.3,-9.6,-0.9,0.2
COc1ccc(F)cc1-c1cc(C(=O)NCc2cc(C(F)(F)F)cc(C(F)(F)F)c2)[nH]n1,-4.0,-2.2,0.3,-0.1,i,10.6,2.0,0.7,18.5
CN(C)c1nc(OCCNC(=O)COc2ccc(Cl)cc2Cl)nc(N(C)C)n1,-11.9,5.8,-0.9,-3.7,i,-1.9,2.3,-0.8,-8.0
